PTHR1 ag: activates the human parathyroid hormone receptor PTHR1. HEK293 GP2 PTHR1 cells, GloSensor cAMP luminescence, 1 h. Potency, µM (titrated, usually from 115 µM), without a hit: at the highest dose activation, usual class: activators. 410,000 compounds, 0.075% hits. AID 743266; also: potency is read from the fitted curve at half-maximal effect; nearly all actives have a fitted effect of over 55% in size; some results filed as inactive show a strong effect at the top dose; inactives centre near -15; many of its hits are not listed in these tables
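HEK-293-derived GP2 cells expressing PTHR1 and a GloSensor cAMP reporter, 3,000/well, plated overnight, given luciferin plus IBMX (each 0.5 mM as added) for 1 h at 37 °C, then compound for 1 h at 37 °C. Luminescence was read after 15 min at room temperature.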
EPAC1 ag: EPAC1 (human) agonism; O95398; EPAC1 agonist qHTS, biochemical assay; response scale: 100% = response to 6.5 mM cAMP; Potency, µM (series often up to 154 µM), inactives show at the top dose activation, actives largely listed as activators; 360,000 compounds, 0.073% hits; AID 720707; also: potency is read from the fitted curve at half-maximal effect; nearly all actives have a fitted effect of over 60% in size
Target sequence (O95398 whole entry, looked up): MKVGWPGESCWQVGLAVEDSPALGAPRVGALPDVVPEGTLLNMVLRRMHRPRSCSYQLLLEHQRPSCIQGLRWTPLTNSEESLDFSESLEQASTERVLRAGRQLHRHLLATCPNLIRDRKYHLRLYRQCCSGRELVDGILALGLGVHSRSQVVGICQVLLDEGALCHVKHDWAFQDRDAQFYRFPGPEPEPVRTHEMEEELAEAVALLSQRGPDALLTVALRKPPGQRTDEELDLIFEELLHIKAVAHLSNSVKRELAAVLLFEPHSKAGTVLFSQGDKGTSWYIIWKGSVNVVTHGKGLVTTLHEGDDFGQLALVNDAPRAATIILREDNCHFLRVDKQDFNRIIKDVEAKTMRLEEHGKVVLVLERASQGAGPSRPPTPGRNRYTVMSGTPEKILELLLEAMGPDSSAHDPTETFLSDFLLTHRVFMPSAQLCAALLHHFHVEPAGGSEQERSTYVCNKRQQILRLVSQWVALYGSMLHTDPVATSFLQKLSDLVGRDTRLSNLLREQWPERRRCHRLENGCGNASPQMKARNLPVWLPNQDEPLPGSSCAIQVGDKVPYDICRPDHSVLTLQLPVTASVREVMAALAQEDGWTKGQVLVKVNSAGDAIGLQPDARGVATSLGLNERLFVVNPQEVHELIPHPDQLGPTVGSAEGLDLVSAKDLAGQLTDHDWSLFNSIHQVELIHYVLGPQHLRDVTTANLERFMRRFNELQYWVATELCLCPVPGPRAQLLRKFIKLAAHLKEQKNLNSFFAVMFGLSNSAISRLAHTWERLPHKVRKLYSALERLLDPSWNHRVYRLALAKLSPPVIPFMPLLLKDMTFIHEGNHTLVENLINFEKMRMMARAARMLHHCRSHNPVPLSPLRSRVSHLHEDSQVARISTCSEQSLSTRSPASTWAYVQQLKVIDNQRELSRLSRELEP
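Nucleotide exchange by EPAC1 (100 nM) on Rap1B–BODIPY-GDP (250 nM) in the presence of 50 uM GDP is tracked fluorescently at 480/540 nm over 30 min. Signals are normalized to a 6.5 mM cAMP control.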
GLP1R cytotox: cytotoxicity counter-screen for GLP-1 receptor inverse agonists; AID 624418; 410,000 compounds, 0.13% hits; Potency, µM (top dose mostly 38.3 µM), for the others: at the highest dose activity change, negative = inhibition, actives largely listed as inhibitors; HEK293 cAMP-luciferase reporter cells, luminescence, 24 h;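 also: loss of luciferase light is scored as toxicity; potency is read from the fitted curve at half-maximal effect; % is scaled to controls: 0 for no effect and ±100 for the full control effect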
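A 23 nL compound transfer followed 12 hours of cell culture at 37 deg C; exposure then lasted 24 hr. Luciferase assay detection reagent was dispensed and plates read for luminescence after a 12 min room-temperature wait.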
GLP-1R inv ag: acts as inverse agonist at human GLP-1 receptor. P43220. HEK293 GLP-1R CRE-luciferase, luminescence, 24 h; GLP-1R form is constitutively active. Potency, µM (top dose mostly 38.3 µM), for the others: top-dose activity change, negative = inhibition, most hits filed as inhibitors. AID 624417. 410,000 compounds, 1.6% hits; also: potency is read from the fitted curve at half-maximal effect; % is scaled to controls: 0 for no effect and ±100 for the full control effect; nearly all actives have a fitted effect of over 55% in size
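Seeding at 200 cells/uL, 12 h culture, 24 hr compound treatment, then luciferase reagent and a luminescence read; cells are HEK293 stably expressing a constitutively active GLP-1R plus cAMP-responsive luciferase.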
GLP1R ag: activates the human GLP-1 receptor | HEK293 GLP-1R CRE-luciferase, luminescence, 4-6 h; cells express a hypersensitive GLP-1R form | Potency, µM (titrated, usually from 45.6 µM), without a hit: top-dose activation, most hits filed as activators | 380,000 compounds, 0.007% hits; also: potency is read from the fitted curve at half-maximal effect; % of control where 0% means no effect
PLK1 PBD block: inhibitors of human PLK1 polo-box domain binding; P53350; Plk1 PBD binding of FITC phosphopeptide, fluorescence polarization; Potency, µM, inactives show max response, negative = inhibition, actives largely listed as inhibitors; 360,000 compounds, 2.8% hits; also: potency is read from the fitted curve at half-maximal effect; series mostly up to about 57 µM; % is scaled to controls: 0 for no effect and ±100 for the full control effect; nearly all actives have a fitted effect of over 65% in size
PI5P4Ka inh: blocks human PI5P4K alpha kinase activity; P48426; PI5P4Kalpha enzyme, ADP-Glo luminescence, 60 min; active compounds read low; max response, %; 330,000 compounds, 1.2% hits; AID 652105; active = max response of -50% or lower; inconclusive = between -30% and -50%; inactive = -30% or higher; also: value at the top dose of about 77 µM; % is scaled to controls: 0 for no effect and ±100 for the full control effect
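Compounds were pin-transferred onto PI5P4Kalpha and substrate in HEPES pH 7.4 buffer with EGTA, CHAPS and 5% DMSO. ATP (5 microM final) started the reaction, which ran 60 minutes at room temperature before ADP-Glo detection.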
IL2 activator: activates IL-2 in a cell-based reporter assay; activation, % (series mostly up to about 46 µM); IL-2 activation reporter assay, cell-based qHTS; stimulated with anti-CD3/CD4/CD28 beads; in transgenic mouse T cells; 360,000 compounds, 0.065% hits; in the data active = activation above about 50%; inconclusive = mostly about 30% to 49%; also: 0% is about no effect
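Readout: EGFP and DsRed signals by fluorescent plate cytometry. Unstimulated transgenic mouse T cells received compound 60 min before antibody-bead stimulation, then incubated 18 h at 37 degrees C.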
EPAC1 antagonist: blocks human EPAC1 exchange factor. AID 720709. O95398. 360,000 compounds, 0.14% hits. EPAC1 GEF assay, Rap1b-BODIPY-GDP exchange fluorescence. Potency, µM (highest dose often 115 µM), inactives show at the top dose activity change, negative = inhibition, actives largely listed as inhibitors;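 also: potency is read from the fitted curve at half-maximal effect; plate controls were vehicle for no effect and positive control for full effect; nearly all actives have a fitted effect of over 50% in size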
* hit, by the source's call; i = inactive; ? = inconclusive; . = no result given; & = joins results of further samples; [ ] = another dose, or the depositor's remark. Unless noted, calls follow the shape of the dose curve; as a rule, active = well fitted curve in the direction sought with a large enough effect; inconclusive = small, poorly fitted or top-dose-only effect, or another doubt; inactive = no such curve, though single readings can be large; an effect the other way counts as inactive or inconclusive. A portion of the library (hit frequency here may not be typical).

| Structure | PTHR1 ag | EPAC1 ag | GLP1R cytotox | GLP-1R inv ag | GLP1R ag | PLK1 PBD block | PI5P4Ka inh | IL2 activator | EPAC1 antagonist |
| --- | --- | --- | --- | --- | --- | --- | --- | --- | --- |
| CCOC(=O)C1=C(C)C2C3C(=O)N(c4ccccc4C)C(=O)C3C1(C)C1C(=O)N(c3ccccc3C)C(=O)C21 (configuration not stated) | i | -20% | -15% | 0% | 4% | -2% | 6 | 3.0 | 11% |
| CCCCOc1ccc(S(=O)(=O)n2nc(C)c(S(=O)(=O)N3CCC(C)CC3)c2C)cc1 | i | . | 6% | 7% | -1% | . | . | . | . |
| COc1ccc(CCN2C(=S)N(c3ccc(Cl)cc3)C(=O)C2CC(N)=O)cc1OC (configuration not stated) | i | -6% | ? | ? | 11% | -9% | 8 | -0.8 | -30% |
| CCC(Oc1ccccc1)C(=O)Nc1nnc(S(=O)(=O)Nc2ccccc2)s1 (configuration not stated) | -1%&-6% | -8% | -17%&-6% | ? | -3% | -10% | -6 | -1.2 | -11% |
| CC(SCc1ccccc1)C(=O)Nc1ccc2c(c1)OCO2 (configuration not stated) | -22%[57.5 µM] | 3% | -8% | 0% | 2% | -25% | 6 | -0.9 | -1% |
| CCN(Cc1ccc(OC)c(COC)c1)CC1CCCN(CCc2cccc(OC)c2)C1 (configuration not stated) | i | 10% | -21% | ? | -4% | -6% | 4 | -0.6 | -11% |
| CCOC(=O)c1nc(Nc2ccccc2)c2ccccc2n1 | i | 6% | -21% | 0% | 10% | -6% | . | -2.1 | 18% |
| COc1cc(OC)cc(C(=O)Nc2ccccc2-c2nnn(CC(=O)Nc3cc(C)on3)n2)c1 | -14% | 0% | -5% | 4% | 5% | 4% | 8 | 2.9 | -17% |
| Cc1ccccc1C(=O)Nc1ccc2nc(Nc3cccc(C(F)(F)F)c3)cc(C)c2c1 | -33%[inhibitor] | . | ? | ? | -14% | . | . | . | . |
| CC(=O)NC1(C)CCC2CC1C(C)=NC2(C)C (configuration not stated) | -14% | 4% | 3% | 25% | -1% | 1% | 1 | -0.2 | -6% |
| CN(CC(=O)Nc1ccccc1C(=O)NC1CC1)Cc1cccs1 | -11% | 13% | -10% | 0% | 12% | -3% | -2 | 11 | -12% |
| CCN(CC)CC(C)CNC(=O)CN1C(=O)CSc2ccc(S(=O)(=O)N3CCOCC3)cc21 (configuration not stated) | ? | 8% | 4%&23% | 1%&2% | -2% | 0% | 3 | -0.5 | 8% |
| CCCN(CCC)c1ccc(CC(=O)NC(C)Cc2ccccc2)cc1 (configuration not stated) | -23% | 19% | 17% | ? | 15% | -5% | 11 | -0.2 | ? |
| COCCNC(=O)C(c1ccc(C)cc1)N(Cc1ccco1)C(=O)CCC(=O)Nc1ccccn1 (configuration not stated) | i | 4% | 22% | 18% | 4% | -13% | 6 | -3.2 | -8% |
| O=C(CC1C(=O)N(c2ccc(F)cc2)C(=O)N1Cc1ccccn1)Nc1ccccc1 (configuration not stated) | -4% | 12% | 6% | -1% | 7% | -7% | . | -1.7 | -6% |
| Cn1c(=O)c(C(=O)NNC(=O)c2ccccc2Cl)c(O)c2ccccc21 | i | 1% | -10% | -28% | 1% | -2% | -2 | 0.7 | -5% |
| O=C1[C@@H]2C(c3ccccc3Cl)=NO[C@@H]2C(=O)N1Cc1ccccc1 | -20% | 10% | -5% | 2% | -4% | 2% | 2 | 0.3 | 3% |
| COc1ccc(S(=O)(=O)N(C)C[C@H]2Oc3ncc(-c4ccncc4)cc3C(=O)N([C@@H](C)CO)C[C@@H]2C)cc1 | -12% | 10% | -4% | 1% | 3% | -13% | 4 | -2.1 | 8% |
| CCCCCN(C(=O)CCC(=O)OC(C)C(=O)c1ccc(Cl)cc1)c1c(N)n(CCCC)c(=O)[nH]c1=O (configuration not stated) | -2% | -24% | 1% | -13% | -3% | -10% | 6 | -0.6 | -21% |
| COc1ccc(C(=O)c2ccc(Cl)cc2Cl)cc1 | i | 19% | 7% | ? | 24% | -10% | -2 | -2.1 | -8% |
| COc1ccc(OCC(O)Cn2ccnc2C)cc1 (configuration not stated) | 10µM* | -3% | -16% | 10% | -2% | 1% | . | -1.2 | 11% |
| CS(=O)(=O)c1ccc(Nc2nc(C(N)Cc3ccccc3)cs2)cc1 (configuration not stated) | i | 3% | -29% | ? | -4% | -16% | -1 | -0.9 | -1% |
| Cc1cc(NC(=O)COC(=O)CSCc2ccc(Cl)c(Cl)c2)no1 | i | -6% | 2% | 3% | -4% | -5% | 14 | 0.2 | -23% |
| Cc1c(Cl)cccc1NC(=O)CCN1CCCCC1 | -1% | 0% | -23% | -46% | -5% | -3% | 6 | -1.8 | 0% |
| COCCNC(=O)CN(c1cccc(OC)c1)S(=O)(=O)c1ccc(C)cc1 | i | 5% | 14% | 0% | 3% | -2% | . | 0.0 | -3% |

Sorted by length of the SMILES (rising): part of the list above
| Structure | PTHR1 ag | EPAC1 ag | GLP1R cytotox | GLP-1R inv ag | GLP1R ag | PLK1 PBD block | PI5P4Ka inh | IL2 activator | EPAC1 antagonist |
| --- | --- | --- | --- | --- | --- | --- | --- | --- | --- |
| CC(=O)NC1(C)CCC2CC1C(C)=NC2(C)C (configuration not stated) | -14% | 4% | 3% | 25% | -1% | 1% | 1 | -0.2 | -6% |
| COCCNC(=O)CN(c1cccc(OC)c1)S(=O)(=O)c1ccc(C)cc1 | i | 5% | 14% | 0% | 3% | -2% | . | 0.0 | -3% |
| CCOC(=O)C1=C(C)C2C3C(=O)N(c4ccccc4C)C(=O)C3C1(C)C1C(=O)N(c3ccccc3C)C(=O)C21 (configuration not stated) | i | -20% | -15% | 0% | 4% | -2% | 6 | 3.0 | 11% |

The list goes on.
| Structure | PTHR1 ag | EPAC1 ag | GLP1R cytotox | GLP-1R inv ag | GLP1R ag | PLK1 PBD block | PI5P4Ka inh | IL2 activator | EPAC1 antagonist |
| --- | --- | --- | --- | --- | --- | --- | --- | --- | --- |
| CCc1ccc(C(CNc2nc(C(F)(F)F)nc3ccccc23)N(C)C)cc1 (configuration not stated) | -8% | -6% | ? | ? | 11% | -3% | 28 | -0.6 | -15% |
| O=C(CCCn1c(=O)oc2ccccc21)N1CCN(c2ccc(F)cc2)CC1 | -4% | -4% | 2% | 1% | 8% | -2% | -6 | -1.9 | ? |
| Cc1ccc(S(=O)(=O)N2CCN(c3ccc(N4CCOCC4)nn3)CC2)cc1[N+](=O)[O-] | -6% | 4% | -5% | -7% | -3% | -10% | -10 | -0.7 | -5% |
| O=[N+]([O-])c1ccc(N2CCN(CCO)CC2)c2ncccc12 | i | -14% | 14% | 49%[activator] | 11% | -3% | 2 | -1.9 | ? |
| C[C@H]1CN([C@@H](C)CO)C(=O)c2cc(NS(=O)(=O)c3ccc(F)cc3)ccc2O[C@H]1CN(C)S(=O)(=O)c1cn(C)cn1 | -17% | 1% | 11% | 24% | -1% | -7% | 7 | 0.2 | -1% |
| COc1ccccc1CC(=O)OC(C)C(=O)Nc1ccc(S(=O)(=O)N2CCCCC2)cc1 (configuration not stated) | -42%[inhibitor] | 0% | -14% | ? | -6% | 8% | -3 | -3.7 | -9% |
| COC(=O)c1cccc(NC(=O)CCCOc2ccccc2)c1 | 7% | 8% | 14% | 0% | 18% | -6% | . | 0.6 | -8% |
| CCOCCn1c(=NC(=O)/C=C/c2ccccc2Cl)sc2cc(NC(C)=O)ccc21 | -25% | 6% | 52%[activator] | 6% | 4% | -12% | 4 | -0.6 | -16% |
| COc1ccc([C@@H]2CC=C(C(=O)O)CN2S(=O)(=O)c2ccc(Cl)cc2)cc1 | i | 3% | -7% | 2% | 0% | 4% | 1 | 0.2 | 10% |
| O=C(O)C1CC(=O)N(c2ccc3c(c2)OCCO3)C1 (configuration not stated) | i | 0% | -4% | -6% | -12% | 3µM* | ? | -0.6 | 0% |
| CC(=O)Oc1ccc(-c2csc(Nc3ccc(S(N)(=O)=O)cc3)n2)cc1 | -12% | 14% | -15% | 2% | 9% | -11% | -14 | 0.0 | ? |
| COc1ccc(CCn2cc(C#N)c(=O)[nH]c2=O)cc1OC | -14% | -1% | -12% | ? | 6% | 0% | -2 | 0.3 | -12% |
| CC(=O)N1CCC(N(CCCOC(C)C)S(=O)(=O)c2ccc([N+](=O)[O-])cc2)CC1 | i | -2% | 7% | 15% | 18% | -14% | -10 | -0.4 | 1% |
| Cc1sc2ncnc(N3CCC(C(=O)Nc4ccc(Br)cc4Br)CC3)c2c1C | -23% | 3% | 0% | 4% | 9% | 0% | 2 | 0.8 | 2% |
| Cc1ccc(C(=O)NC2(C(F)(F)F)N=C(c3ccccc3)N(C3CCCCC3)C2=O)cc1 (configuration not stated) | -18% | . | -5% | ? | -2% | . | . | . | . |
| COCCNS(=O)(=O)c1cc(OC)c(C)cc1C | -43%[inhibitor] | -8% | 4% | -2% | 0% | -5% | 6 | 1.0 | -3% |
| CC1CCC(NC(=O)c2ccc(NC(=O)CC3SC(N4CCCC4)=NC3=O)cc2)CC1 (configuration not stated) | -8% | -3% | 0% | 46%[activator] | -3% | 0% | -7 | -0.7 | 11% |
| CC1CCc2c(nc3ncnn3c2N2CC(C)OC(C)C2)C1 (configuration not stated) | -1% | -2% | -2% | 11% | 2% | 0% | 1 | -2.7 | 13% |
| COc1ccc(CCN(C)C(=O)c2ccc(OCC(=O)N3CCOCC3)c(OC)c2)cc1OC | i | 10% | 2% | 25% | 2% | -1% | 4 | -1.1 | 4% |
| Cc1ccc(/C(O)=C2/C(=O)C(=O)N(Cc3ccco3)C2c2cccs2)cc1 (configuration not stated) | -19% | 7% | -13% | 0% | -8% | -16% | . | -2.0 | 11% |
| CCOC(=O)C(OC(=O)c1sc(=S)n(C)c1C)C(C)=O (configuration not stated) | i | 2% | 10% | -22% | -6% | -1% | -6 | -0.6 | 5% |
| O=C(O)CN1C(=O)C2C3C=CC(C3)C2C1=O (configuration not stated) | i | -5% | 8% | 11% | -5% | 2% | 0 | -3.0 | 8% |
| CC1CN(S(=O)(=O)c2ccc(F)cc2)CN1C(=O)N1CCOCC1 (configuration not stated) | -13% | -3% | 8% | -23% | 3% | -10% | -9 | 1.0 | 12% |

Screening data (PubChem BioAssay)
